Screening results: PubChem, National Center for Advancing Translational Sciences (NCATS)
KDM5B inh – KDM5B demethylase inhibition; Q9UGL1; KDM5B demethylase, FDH-coupled NADH fluorescence (FDH is formaldehyde dehydrogenase); Potency, µM (titrated, usually from 57.7 µM), for the others: top-dose activity change, negative = inhibition, actives largely listed as inhibitors; hit rate 2.6% among 220,000; AID 1347165; active means well fitted inhibition curve with a large enough effect; inconclusive means small, poorly fitted or top-dose-only effect; inactive means no such curve, though single readings can be large or run the other way; further: 0% is about no effect; nearly all actives have a fitted effect of over 70% in size
Target sequence (Q9UGL1 whole entry, looked up): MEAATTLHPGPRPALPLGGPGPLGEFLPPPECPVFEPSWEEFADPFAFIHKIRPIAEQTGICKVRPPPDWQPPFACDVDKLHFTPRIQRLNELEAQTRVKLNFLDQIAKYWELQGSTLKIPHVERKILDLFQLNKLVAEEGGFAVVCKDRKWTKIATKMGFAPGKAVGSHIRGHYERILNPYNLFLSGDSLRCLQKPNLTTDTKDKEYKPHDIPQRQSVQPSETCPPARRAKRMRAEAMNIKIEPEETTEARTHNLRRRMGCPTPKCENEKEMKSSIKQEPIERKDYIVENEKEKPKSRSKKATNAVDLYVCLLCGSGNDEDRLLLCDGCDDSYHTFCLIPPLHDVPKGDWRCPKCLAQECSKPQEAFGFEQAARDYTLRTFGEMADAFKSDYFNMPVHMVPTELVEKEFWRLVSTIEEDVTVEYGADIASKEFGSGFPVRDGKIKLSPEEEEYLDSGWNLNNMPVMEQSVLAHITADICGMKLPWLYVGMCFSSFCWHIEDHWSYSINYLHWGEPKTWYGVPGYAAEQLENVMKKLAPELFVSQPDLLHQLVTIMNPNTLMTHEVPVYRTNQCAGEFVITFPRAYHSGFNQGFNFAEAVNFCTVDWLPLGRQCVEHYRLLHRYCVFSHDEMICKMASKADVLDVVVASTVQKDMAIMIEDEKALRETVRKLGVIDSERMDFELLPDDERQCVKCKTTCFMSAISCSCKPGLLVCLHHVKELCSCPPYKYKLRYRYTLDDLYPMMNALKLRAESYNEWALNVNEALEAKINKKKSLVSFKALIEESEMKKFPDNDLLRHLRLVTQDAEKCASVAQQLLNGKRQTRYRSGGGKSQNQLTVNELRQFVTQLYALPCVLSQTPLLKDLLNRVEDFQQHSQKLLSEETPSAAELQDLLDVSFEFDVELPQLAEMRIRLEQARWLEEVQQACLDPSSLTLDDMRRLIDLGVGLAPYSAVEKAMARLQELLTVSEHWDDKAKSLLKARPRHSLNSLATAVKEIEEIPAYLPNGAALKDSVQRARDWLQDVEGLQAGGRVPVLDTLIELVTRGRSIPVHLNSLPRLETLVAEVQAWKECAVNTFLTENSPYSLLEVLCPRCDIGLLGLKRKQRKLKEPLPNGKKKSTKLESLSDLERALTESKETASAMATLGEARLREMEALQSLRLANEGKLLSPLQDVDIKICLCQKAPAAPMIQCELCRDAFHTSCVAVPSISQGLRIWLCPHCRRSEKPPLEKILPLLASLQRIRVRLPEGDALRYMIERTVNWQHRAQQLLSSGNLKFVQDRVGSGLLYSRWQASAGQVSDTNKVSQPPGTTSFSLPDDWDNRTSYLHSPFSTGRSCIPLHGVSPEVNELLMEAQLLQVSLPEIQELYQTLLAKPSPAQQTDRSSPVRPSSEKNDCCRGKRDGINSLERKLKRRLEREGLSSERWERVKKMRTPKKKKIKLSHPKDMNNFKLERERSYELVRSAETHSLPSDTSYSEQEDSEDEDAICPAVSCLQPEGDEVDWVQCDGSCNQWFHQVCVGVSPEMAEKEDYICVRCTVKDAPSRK
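Here, H3K4me3 peptide (12.5 µM in substrate mix) is demethylated by KDM5BΔAP, 200 nM final, after 10 min compound exposure. Formaldehyde product is coupled through FDH (0.25 U/mL in mix) to NADH fluorescence; 30-min ΔRFU feeds dose-response curves.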
* hit, by the source's call; [ ] = remark or other dose. Potency means the concentration at half of the fitted maximal effect. Some of the compounds tested. The share of hits here may be higher or lower than overall.

Cc1ccccc1-c1nnc(SCc2coc(-c3cccs3)n2)n1C was read as KDM5B inh 9%.
O=C(CCC1CCN(C(=O)c2ccccc2)CC1)NCCc1ccncc1 was read as KDM5B inh -9%.
`COCC(=O)N[C@H]1C[C@@H](CO)N(Cc2scnc2C)C1` gave KDM5B inh inconclusive.
CCN(CC)S(=O)(=O)c1ccc(Cl)c(C(=O)OCC(=O)c2c(N)n(C)c(=O)n(C)c2=O)c1 was read as KDM5B inh -13%.
`COc1ccc(C(=O)N2CCOC[C@H](Oc3cccnc3)C2)cc1` gave KDM5B inh 9%[86.2 µM].
Screening N#Cc1cn(CC(=O)Nc2ccc(F)c(Cl)c2)c2ccccc12 returned KDM5B inh 19%.
`COc1ccc(C(=O)Nc2ccc3c(c2)CN(Cc2ccc(F)cc2)C(=O)C(C)O3)c(OC)c1` (stereo unspecified) gave KDM5B inh 32µM*.
Cc1nc(NCc2ccco2)sc1C(=O)NCC(C)C was read as KDM5B inh -1%.
COc1ccc(/C=C(\C#N)c2nc(-c3cc4ccccc4oc3=O)cs2)cc1OC was read as KDM5B inh -28%.
O=C1CC(c2ccsc2)c2ncn(-c3ccccc3)c2N1 (stereo unspecified) was read as KDM5B inh inconclusive.
For CCCNC(=O)[C@@H]1Cc2cn(Cc3ccccn3)c3cccc(c23)[C@H](CC(C)C)N1 the results were KDM5B inh 29%[86.2 µM].
Screening O=C(Nc1cccc(-c2nnc3n2CCCC3)c1)C1CCCC1 returned KDM5B inh 35%.
`CC(=O)N1CCC(C(=O)N2CCCn3cc(-c4ccccc4)nc32)CC1` gave KDM5B inh -22%.
COc1ccc(NC(=O)C2c3ccccc3Oc3ccccc32)cc1F was read as KDM5B inh inconclusive.
`Cn1c(=O)oc2cc(S(=O)(=O)NCCC(=O)NCc3ccc(F)cc3)ccc21` gave KDM5B inh -16%.
For CC(C)NC(=O)c1ccccc1NC(=O)C(Cl)Cl the results were KDM5B inh -10%.
For CC1(C(=O)NCc2ccc3c(c2)OCO3)CCCCC(=O)N1 (stereo unspecified) the results were KDM5B inh -14%.
For Cc1ccc(-c2cn(-c3ccc(OC(F)F)cc3)c3[n+]2CCCCC3)cc1 the results were KDM5B inh 0%.
Screening Cc1cc(C)cc(NC(=O)c2ccc(N3C(=O)C4CCCCC4C3=O)cc2)c1 (stereo unspecified) returned KDM5B inh -50%.
CCc1c(C)sc(NC(=O)c2cc3nc(-c4ccc(OC)cc4)cc(C(F)(F)F)n3n2)c1C(=O)OC was read as KDM5B inh -28%.

Filtered by structure: the compounds so far containing a Cl atom (three)
CCN(CC)S(=O)(=O)c1ccc(Cl)c(C(=O)OCC(=O)c2c(N)n(C)c(=O)n(C)c2=O)c1 was read as KDM5B inh -13%.
Screening N#Cc1cn(CC(=O)Nc2ccc(F)c(Cl)c2)c2ccccc12 returned KDM5B inh 19%.
For CC(C)NC(=O)c1ccccc1NC(=O)C(Cl)Cl the results were KDM5B inh -10%.

Additional entries follow:
For O[C@@H]1C[C@@H](c2nc(-c3ccc4c(c3)OCO4)no2)N(Cc2ccc(C(F)(F)F)cc2)C1 the results were KDM5B inh -17%[86.2 µM].
For Cc1ccc(C(=O)N2CC3(C2)NC(=O)c2ccccc2O3)cc1 the results were KDM5B inh 10%[86.2 µM].
Screening CNC(=O)c1noc([C@@H]2CC(F)(F)CN2Cc2cc(C)nn2C)n1 returned KDM5B inh 12%.
Cc1cc(C(=O)CSc2nnc(C(C)Oc3ccc(F)cc3)o2)c(C)n1Cc1ccco1 (stereo unspecified) was read as KDM5B inh -17%.
For CN(C)Cc1cc(C[C@@H]2C[C@H](NC(=O)Nc3ccc(F)cc3)C2(C)C)no1 the results were KDM5B inh -13%[86.2 µM].
Cc1ccc(S(=O)(=O)c2cn(CC(=O)Nc3ccc4c(c3)OCO4)c3ccc(C)cc3c2=O)cc1 was read as KDM5B inh -28%.
CC(=O)N[C@H]1CO[C@H]2[C@@H]1OC[C@@H]2n1nnnc1Oc1cccc(N(C)C)c1 was read as KDM5B inh -4%[86.2 µM].
`Nc1ccc(Cl)c[n+]1Cc1cccc2cccnc12` gave KDM5B inh 19%.
Screening COc1ccc(-c2ccccc2)cc1N1C(=O)[C@@H]2C[C@H]1CN2C(=O)C(C)(C)N returned KDM5B inh inconclusive.
Cc1cc(CNC(=O)[C@@H]2CCC[C@@H](NC(=O)c3cc(C)n(C)n3)CN(C)C(=O)C2)no1 was read as KDM5B inh -11%[86.2 µM].
For COc1ccc(OC)c(CN2CCNc3cnc(OCc4cccnc4)cc3C2)c1 the results were KDM5B inh 40µM*.
`O=C1CC(c2ccccc2)N(Cc2ccncc2)CCCN(C(=O)NCc2ccccc2)CCN1` (stereo unspecified) gave KDM5B inh -5%.
`O=C(NC1CCN(Cc2ccc(Cl)cc2)CC1)c1cc(C2CC2)nc2ccccc12` gave KDM5B inh -14%.
`Cc1ccc2nc(N3C(=O)C(O)=C(C(=O)c4ccc(C)o4)C3c3cccc(O)c3)sc2c1` (stereo unspecified) gave KDM5B inh -6%.
`CCCCSCCCNC(=O)c1cn(CC)c2ccc(S(=O)(=O)N3CCCCCC3)cc2c1=O` gave KDM5B inh -6%.
`O=C(Cc1cccc2ccccc12)N1C[C@@H](CO)[C@H](c2ccccn2)C1` gave KDM5B inh 20%.
COc1ccc(S(=O)(=O)NC2CC2)c2cccnc12 was read as KDM5B inh -1%.
`Cc1cccc(-c2nnc(SCC(=O)Nc3c(C)cc(C)cc3C)n2N)c1` gave KDM5B inh 12%.
For CC1(c2ccc3c(c2)OCCO3)NC(=O)N(CC(=O)NCCc2c[nH]c3ccccc23)C1=O (stereo unspecified) the results were KDM5B inh 7%.
For Cc1cc(C(F)(F)F)nc(CNc2cc(C3CC(O)C3)nc(N)n2)n1 (stereo unspecified) the results were KDM5B inh 12%.

Retrieved one by one from the list above, 2 records:
CC(=O)N[C@H]1CO[C@H]2[C@@H]1OC[C@@H]2n1nnnc1Oc1cccc(N(C)C)c1 was read as KDM5B inh -4%[86.2 µM].
For COc1ccc(OC)c(CN2CCNc3cnc(OCc4cccnc4)cc3C2)c1 the results were KDM5B inh 40µM*.

Next part
Screening CCOC(=O)c1cccc(Nc2nc3ccccc3nc2NS(=O)(=O)c2cccc(C)c2)c1 returned KDM5B inh 12%.
For CCC(CC)(Cc1nc2ccccc2s1)C(=O)O the results were KDM5B inh 23%.
CCC(CC)C(=O)Nc1ccc2nc(SCC(=O)N3CCc4ccccc43)sc2c1 was read as KDM5B inh -17%.
For CSc1ccc(C2c3c(oc4ccccc4c3=O)C(=O)N2CCCN2CCOCC2)cc1 (stereo unspecified) the results were KDM5B inh -28%.
CC(C)CN1C(=O)c2cccn2CC1C(=O)NCC1CCN(Cc2ccc(F)cc2)CC1 (stereo unspecified) was read as KDM5B inh -1%.
`Cc1ccc(C)c(NC(=O)CCNC(=O)Cc2ccccc2)c1` gave KDM5B inh 12%.
For CCCNC(=O)N(C1CCOCC1)C1CCN(C(=O)c2nccc3ccccc23)CC1 the results were KDM5B inh -9%.
For COCCNC(=O)CCCn1c(SCC(=O)Nc2cccc(C)c2)nc2c(sc3ccccc32)c1=O the results were KDM5B inh inconclusive.
For CC(C)N1C(=O)[C@@H]2[C@@H](CCN2C(=O)CC(C)(C)CC(=O)O)N(Cc2cccc(F)c2)C1=O the results were KDM5B inh -32%.
For CCc1ccnc(NS(=O)(=O)c2ccc3c(c2)OCCO3)c1 the results were KDM5B inh -6%.
`CC[C@H]1CN(S(=O)(=O)c2c(C)noc2C)CC[C@H]1CC(=O)NCc1cccnc1` gave KDM5B inh 10%[86.2 µM].
For CCOC(=O)c1cccc(NS(=O)(=O)c2ccc3[nH]c4c(c3c2)CCCC4)c1 the results were KDM5B inh inconclusive.
For COc1ccc(-c2cc(=O)oc3c4c(ccc23)OCN(Cc2ccccc2)C4)cc1 the results were KDM5B inh inconclusive.
For O=C(Cc1nc(-c2cnccn2)no1)NNC(=O)Nc1ccccc1 the results were KDM5B inh 33%.
`Cn1nc(C(C)(C)C)cc1NC(=O)c1ccccc1F` gave KDM5B inh 11%.
For CN1CC2(CCN(C(=O)C3CCCC3)CC2)CC1C(=O)N1CCOCC1 (stereo unspecified) the results were KDM5B inh 4%.
Screening Cc1ccc(CCNC(=O)c2ccc(CNS(=O)(=O)c3ccccc3)cc2)cc1 returned KDM5B inh -28%.
Cc1noc(C)c1C(=O)N1CCC2(CC1)CN(C(=O)Cc1ccc(O)cc1)CCO2 was read as KDM5B inh 13%[115 µM].
Cc1cc(CNC(=O)COc2ccc(F)cc2)c2ccccc2n1 was read as KDM5B inh 18%.
CCOc1ccc(Nc2oc(-c3ccccc3C)nc2C#N)cc1 was read as KDM5B inh inconclusive.
Screening CCN(CC)S(=O)(=O)c1cc(C(=O)Nc2ncn(Cc3ccccc3)n2)c(Cl)cc1Cl returned KDM5B inh 16%.
Screening Cc1cc(C)cc(N2CC(c3nc(-c4ccc5c(c4)OCO5)no3)CC2=O)c1 (stereo unspecified) returned KDM5B inh 0%.
CNC(=O)c1noc([C@@H]2CC(F)(F)CN2Cc2cn(C)nc2C)n1 was read as KDM5B inh -16%.
For CCn1nc(C)cc1C(=O)N1CCCN(Cc2ccc(F)cc2)C(C(C)C)C1 (stereo unspecified) the results were KDM5B inh -2%.
Screening CCOc1ccccc1CN1CCC2(CCN(C(=O)c3cccc(Cl)c3)CC2)Oc2ccccc21 returned KDM5B inh 25µM*.
For Cc1cccc(-c2nc(Cn3c(-c4ccc(F)cc4)nc(C)c(CCO)c3=O)c(C)o2)c1 the results were KDM5B inh 6%.
For CN1C(=O)c2cccn2CC1CNC(=O)CCc1c[nH]c2ccccc12 (stereo unspecified) the results were KDM5B inh -20%.
`Cc1oc(-c2ccccc2)nc1C(=O)OCC(=O)N1CCCCC1` gave KDM5B inh 9%.
For O=C(c1cc(F)ccc1F)N1CCC(Oc2ncccc2C(=O)N2CCCCC2)C1 (stereo unspecified) the results were KDM5B inh -5%.
For COc1cncc(Nc2ncc(-c3ccccc3)c3c2OCC3)c1 the results were KDM5B inh inconclusive.
`CCCNC(=O)Cn1c(C)ccc(NS(=O)(=O)c2ccc(C)cc2)c1=O` gave KDM5B inh -8%.
Cc1cccc(NC(=O)C2CCN(c3cn[nH]c(=O)c3)C2)c1 (stereo unspecified) was read as KDM5B inh -18%.
For O=C1Nc2ccccc2CC12CN([S+](=O)([O-])c1cccs1)C2 the results were KDM5B inh -1%[149 µM].
`CS(=O)(=O)N(CC(=O)Nc1ccc(Br)cc1)c1ccc2c(c1)OCO2` gave KDM5B inh -2%.
For CNC(=O)C1(N2CCC[C@H]2C(=O)NCCOC)CCOCC1 the results were KDM5B inh -14%[86.2 µM].
Screening O=c1oc2ccccc2c(N2CCCC2)c1NS(=O)(=O)c1ccc(F)cc1 returned KDM5B inh 2%.
Screening Cc1cccc(N(C)C(=O)Cn2nc(Cc3cccnc3)c3ccccc3c2=O)c1 returned KDM5B inh 13%.
For COc1ccccc1-c1noc(CCCC(=O)N2CCc3nc[nH]c3C2)n1 the results were KDM5B inh -26%.
O=c1oc2ccccc2c(NC2CCCCC2)c1NS(=O)(=O)c1ccc(Cl)s1 was read as KDM5B inh 21%.
Cc1cnc(CC2CCN(Cc3ccc(F)cc3F)C2)n1CC1CC1 (stereo unspecified) was read as KDM5B inh inconclusive.

Continued, starting with the last four of the part before.
Screening Cc1cccc(N(C)C(=O)Cn2nc(Cc3cccnc3)c3ccccc3c2=O)c1 returned KDM5B inh 13%.
For COc1ccccc1-c1noc(CCCC(=O)N2CCc3nc[nH]c3C2)n1 the results were KDM5B inh -26%.
O=c1oc2ccccc2c(NC2CCCCC2)c1NS(=O)(=O)c1ccc(Cl)s1 was read as KDM5B inh 21%.
Cc1cnc(CC2CCN(Cc3ccc(F)cc3F)C2)n1CC1CC1 (stereo unspecified) was read as KDM5B inh inconclusive.
For CC(=O)N1N=C(c2c(-c3ccccc3)c3cc(Cl)ccc3n(C)c2=O)CC1c1cccs1 (stereo unspecified) the results were KDM5B inh -23%.
CS(=O)(=O)N1CCC(C2CCN(Cc3ccc[nH]3)C2)CC1 (stereo unspecified) was read as KDM5B inh inconclusive.
Screening O=C(NC1CCCN(c2cc(-c3ccc(F)cc3)[nH]n2)C1)c1cc2ccccc2[nH]1 (stereo unspecified) returned KDM5B inh inconclusive.
For CC(C)C(=O)Nc1nnc(S(=O)(=O)N(C)Cc2ccc(F)cc2)s1 the results were KDM5B inh 18%.
Screening O=C(CSc1nc2ccccc2nc1N1CCCC1)Nc1ccc(Br)cc1 returned KDM5B inh 4%.
`CCOc1ccccc1C1CC(=O)Nc2c1c(=O)n(C)c1ncnn21` (stereo unspecified) gave KDM5B inh inconclusive.
For C[C@@H](NC(=O)c1ccc(C#Cc2cccc(F)c2)cn1)C(C)(C)O the results were KDM5B inh inconclusive.
CC(C)NC(=O)C1(c2ccc(NC(=O)C(C)C)cc2)CCCCC1 was read as KDM5B inh 19%.
Screening Cc1ccc(C)c(CN2C(=O)c3ccccc3S(=O)c3ccc(C(=O)NCc4ccco4)cc32)c1 (stereo unspecified) returned KDM5B inh -32%.
For COc1cccc(CC(=O)N2CCC(N3CC4CC(C3)[C@H]3CCCC(=O)N3C4)CC2)c1 (stereo partly specified) the results were KDM5B inh -29%.
`NS(=O)(=O)c1cccc(NC(=O)CSc2ncnc3ccccc23)c1` gave KDM5B inh inconclusive.
